Epigenetic reg: Quantitative High-Throughput Screen for Regulators of Epigenetic Control; Potency, µM (highest dose often 53.9 µM), inactives show top-dose GFP activation, most hits filed as activators; AID 1865, 2009; murine LDR cells, GFP reporter derepression, 30 h; 280,000 tested, 0.2% active; active = well fitted activation curve with a large enough effect; inconclusive = small, poorly fitted or top-dose-only effect; note: % of control where 0% means no effect; nearly all actives have a fitted effect of over 60% in size
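Murine LDR cells carrying a silenced, genomically integrated CMV-driven GFP reporter were exposed to compound for 30 hours at 37 C. After PBS washes, GFP-positive cells (20–120 um objects) were counted by laser-scanning microplate cytometry.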
* marks the source's active call; other numbers are inactive results; u = inconclusive. Potency is the fitted concentration of half-maximal effect.

Epigenetic reg | canonical_smiles
-0.6% | Cc1ccccc1CNC(=O)CN1C(=O)C2CCCCN2c2ccc(C(=O)N3CCCC3)cc21 (centres undefined)
0.0% | Cc1cccc(N(C)c2nc3ccc(C)cc3n3cnnc23)c1
-0.1% | O=C(Nc1ccccc1)c1cccc(S(=O)(=O)Nc2cccc(F)c2)c1
0.8% | Cc1ccc(C(C)C)c(OCC(=O)Nc2c(C(=O)c3ccccc3)oc3ccccc23)c1
0.0% | Cc1nc2c(C(=O)NCCc3ccc(Cl)cc3)cnn2c(C)c1Cc1c(F)cccc1Cl
7.1% | CCOC(=O)c1c(C)[nH]c(C)c1S(=O)(=O)N1CCC(C(=O)Nc2ccc(OCC)cc2)CC1
u | CCOC(=O)c1cc2c(=O)n3ccccc3nc2n(Cc2ccco2)c1=NC(=O)c1ccc(F)cc1
0.0% | CCOc1ccc(CNS(=O)(=O)c2ccc(-c3coc(C)n3)cc2)cc1OC
-1.6% | CCOc1ccc(CNC(=O)CCCn2nc(C)c3c(C)n(-c4ccc(C)cc4)nc3c2=O)cc1
-1.7% | COc1ccc(N2CCN(C(=O)CN3CCSc4ccccc43)CC2)cc1
1.1% | COc1ccccc1CNC(=O)C(=O)NCC(c1ccc2c(c1)OCO2)N1CCOCC1 (centres undefined)
-1.1% | Cc1nc2c3ccccc3nc(NNC(=O)CCC(=O)N3CCN(c4cccc(C(F)(F)F)c4)CC3)n2n1
-4.1% | Cc1ccccc1C(=O)c1cccn1CC(=O)NCc1cccc(Cl)c1
-1.7% | CCn1ccc2cc(S(=O)(=O)N3CCC(C(=O)NCCc4ccc(SC)cc4)CC3)ccc21
-0.4% | COc1ccc(-c2cn3nc(N4CCCC(C(=O)Nc5ccccc5F)C4)sc3n2)cc1 (centres undefined)
0.0% | CCN(CC)CCNC(=O)C(=O)NCC(c1ccc2c(c1)OCO2)N1CCOCC1 (centres undefined)
-0.9% | CCc1c(C)sc2c1CCN(C(=O)Nc1ccccc1C(F)(F)F)C2c1ccccc1 (centres undefined)
0.0% | CCOc1ccccc1C(=O)Nc1cc(-c2nc3cccnc3s2)ccc1C
-0.2% | O=C(NCCc1ccc(Cl)cc1)c1ccc(CS(=O)(=O)Cc2ccccc2F)o1
3.6% | COc1ccc(CCNC(=O)C(=O)Nc2ccc(C)c(C)c2)cc1OC

For reference, 4 of the compounds above.
Epigenetic reg | canonical_smiles
-0.1% | O=C(Nc1ccccc1)c1cccc(S(=O)(=O)Nc2cccc(F)c2)c1
0.8% | Cc1ccc(C(C)C)c(OCC(=O)Nc2c(C(=O)c3ccccc3)oc3ccccc23)c1
0.0% | Cc1nc2c(C(=O)NCCc3ccc(Cl)cc3)cnn2c(C)c1Cc1c(F)cccc1Cl
7.1% | CCOC(=O)c1c(C)[nH]c(C)c1S(=O)(=O)N1CCC(C(=O)Nc2ccc(OCC)cc2)CC1

Further structures.
Epigenetic reg | canonical_smiles
u | CCOc1ccc(NC(=O)Cn2cc(C(=O)c3ccc(C)c(C)c3)c(=O)c3cc(F)ccc32)cc1
7.4% | COc1ccccc1NC(=O)CCn1nc(-c2ccccc2OC)c2c(C)cc(C)nc21
0.8% | Cc1cccc(CNC(=O)CN2C(=O)C3CCCCN3c3ccc(C(=O)N4CCCC4)cc32)c1 (centres undefined)
-1.7% | CN(C)C(=O)c1ccc2c(c1)N(CC(=O)NCc1ccc(F)cc1)C(=O)C1CCCCN21 (centres undefined)
2.7% | O=S(=O)(NCCc1csc2nc(-c3ccc(F)cc3)nn12)c1ccc2c(c1)OCCO2
u | COc1cccc(Cn2c(=O)n(Cc3ccco3)c(=O)c3oc4ccccc4c32)c1
2.0% | O=C(NCc1ccc(F)cc1Cl)c1cc(=O)[nH]c2ccc(S(=O)(=O)N3CCCCC3)cc12
-0.5% | COc1ccc(C(=O)Nc2ccc(N(C)Cc3ccccc3)c(C(=O)O)c2)cc1
-1.1% | O=C(CSc1cn(CCNC(=O)c2c(F)cccc2F)c2ccccc12)Nc1ccccc1F
-1.5% | O=C(CSc1nc(-c2cccs2)nc2cc(=O)[nH]n12)Nc1ccccc1Cl
0.0% | COc1ccc(CCNC(=O)c2ccc3c(c2)N(Cc2cccc(Cl)c2)C(=O)c2ccccc2S3=O)cc1OC (centres undefined)
-2.4% | CCOc1ccc(C(=O)c2c(N)c(-c3nc(-c4ccc(OCC)cc4)cs3)c3ccccn23)cc1
-1.9% | Cc1cccc(Cn2nnc3c(=O)[nH]c(C4CCN(C(=O)c5ccc(F)cc5)CC4)nc32)c1
-0.8% | CCOc1ccc2nc(NC(=O)c3nc(SC)ncc3Cl)sc2c1
-1.6% | Cc1ccc(Cn2c(C)c3cnn(CC(=O)N4CCN(c5cc(C)ccc5C)CC4)c(=O)c3c2C)cc1
9.0% | Cc1cc(C)cc(NC(=O)CSc2oc(-c3cccs3)nc2S(=O)(=O)c2ccccc2)c1
2.9% | Cc1nc2nncn2c(N2CCN(c3ccccc3)CC2)c1C
4.0% | O=C(Nc1cccc(NC(=O)c2ccccc2F)c1)c1ccccc1
0.0% | COc1ccc(NC(=O)Cn2cnc3sc(C)c(S(=O)(=O)N4CCN(C)CC4)c3c2=O)cc1Cl
2.4% | Cc1cccc(NC(=O)N2CCc3c(sc4c3CCCC4)C2c2ccc(F)cc2)c1 (centres undefined)
2.4% | CCN(c1ccccc1)c1ccc2cc(S(=O)(=O)N3CCCC3)ccc2n1
-1.5% | CCOc1ccc(NC(=O)NC(CC)Cn2nnc3ccccc3c2=O)cc1 (centres undefined)
-1.9% | CCOc1ccc(C(=O)N(Cc2sccc2C)C2CCS(=O)(=O)C2)cc1 (centres undefined)
-2.1% | COc1ccc(OC)c(C2c3c(oc4ccc(C)cc4c3=O)C(=O)N2CCCN(C)C)c1 (centres undefined)
0.0% | Cc1cc(Cl)ccc1OCC(=O)N1CCC(c2nc3ccccc3s2)CC1
-3.2% | Cc1ccc(S(=O)(=O)c2[nH]c(-c3ccccc3)nc2SCCC(=O)O)cc1
-1.7% | CNC(=O)CCCN1C(=O)CCn2nc(-c3cn(C)c4ccccc34)cc21
-1.8% | COc1ccccc1CNC(=O)CCCn1c(=O)c2ccccc2n(Cc2ccc(C)cc2)c1=O
-4.2% | COc1cccc(CNC(=O)CSc2c3c(nc4cc(Cl)ccc24)CCCC3)c1
0.0% | Cc1cccc(NC(=O)c2cc(CN3CCOCC3)on2)c1C
-3.8% | Cc1ccc(CSc2nc3ccncc3n2Cc2nc(-c3ccccc3C)oc2C)cc1
1.6% | CC(C)(C)C(=O)Nc1ccc2nc(SCC(=O)N3CCCC3)sc2c1
6.5% | O=C(Nc1ccc(OC(F)(F)F)cc1)c1nc2ccccc2nc1N1CCCCC1
-1.1% | O=S(=O)(c1ccc(C2CCCCC2)cc1)N1CCN(c2cc(Cl)ccc2Cl)CC1
-0.8% | CCOC(=O)Cn1nc(-c2ccccc2)c2cnc3ccc(OCC)cc3c21
0.0% | CCCc1nccn1S(=O)(=O)c1cc(Br)ccc1OC
0.8% | CCCOc1ccc(/C=C/C(=O)Nc2sc(C)c(C)c2C(=O)OCC)cc1OC
-0.3% | CN(Cc1ccccc1)C(=O)c1ccc2c(c1)N(Cc1ccc(Cl)cc1)C(=O)c1ccccc1S2=O (centres undefined)
6.2% | O=C(c1ccc2c(c1)OCCO2)N(Cc1cccnc1)c1nc2c(F)cc(F)cc2s1
0.8% | COc1ccc(C(=O)NCC(c2cccnc2)N2CCN(c3ccccc3F)CC2)cc1OC (centres undefined)
4.2% | CC1CCN(c2oc(/C=C/c3ccc(F)cc3)nc2C#N)CC1
0.0% | CC(=O)N1CCCc2cc(S(=O)(=O)N3CCC(C(=O)NCc4ccc(N(C)C)cc4)CC3)ccc21
0.0% | O=c1c(=O)n(-c2ccc(F)c(F)c2)ccn1Cc1ccc(F)cc1Cl
-2.2% | O=c1ccc(-c2ccccc2)nn1Cc1c(F)cccc1Cl
0.1% | CCc1ccccc1NC(=O)c1nnn(-c2ccc(F)cc2)c1C
0.9% | COc1ccc(CCNC(=O)Cn2nc(-c3ccc(Cl)cc3)ccc2=O)cc1OC
0.0% | O=C(Cn1ncc2c1-c1ccccc1OC2)N1CCN(c2ccccc2)CC1
0.0% | O=C(Cn1c(=O)ccc2cc(S(=O)(=O)N3CCCC3)ccc21)Nc1ccc(Cl)cc1
0.0% | O=C(NC1CCCC1)c1ccc2c(=O)n(Cc3ccccc3)c(SCc3cccc(F)c3)nc2c1
-0.4% | Cc1ccc(CNC(=O)CN2C(=O)C3(SCC(=O)N3c3ccc(F)c(F)c3)c3ccccc32)cc1 (centres undefined)
-2.1% | CSc1nnc2n(-c3cccc(C)c3)c(=O)c3c4c(sc3n12)CCCC4
-1.9% | COc1cccc(CN(C(=O)c2oc3ccccc3c2C)C2CCS(=O)(=O)C2)c1 (centres undefined)
9.7% | CCOc1ccc(C(=O)Nc2ccc3nc(SCc4ccccc4)sc3c2)cc1
4.1% | Cc1ccnc(NS(=O)(=O)c2cc(-c3cc(C)no3)ccc2C)c1
0.6% | CC(=O)c1ccc(NC(=O)C2CCCN(S(=O)(=O)c3ccc(Br)s3)C2)cc1 (centres undefined)
-1.2% | Cc1ccc(-n2ncc3c(N4CCN(Cc5ccccc5)CC4)ncnc32)cc1
1.4% | CCOC(=O)c1c(C)[nH]c(CCC(=O)NCCCN2CCN(c3cccc(Cl)c3)CC2)c1C
-0.4% | Cc1c(Cl)cccc1-n1ncc(C(=O)NC2CCCC2)c1C1CCN(C(=O)OC(C)(C)C)CC1
-0.8% | Cc1ccc(-n2nc3ccc(NC(=O)COc4ccccc4)cc3n2)cc1Cl
2.0% | Cn1c(=O)oc2cc(S(=O)(=O)NC(CC(=O)O)c3cccc(Br)c3)ccc21 (centres undefined)

Continued, starting with the last 6 of the part before.
Epigenetic reg | canonical_smiles
0.6% | CC(=O)c1ccc(NC(=O)C2CCCN(S(=O)(=O)c3ccc(Br)s3)C2)cc1 (centres undefined)
-1.2% | Cc1ccc(-n2ncc3c(N4CCN(Cc5ccccc5)CC4)ncnc32)cc1
1.4% | CCOC(=O)c1c(C)[nH]c(CCC(=O)NCCCN2CCN(c3cccc(Cl)c3)CC2)c1C
-0.4% | Cc1c(Cl)cccc1-n1ncc(C(=O)NC2CCCC2)c1C1CCN(C(=O)OC(C)(C)C)CC1
-0.8% | Cc1ccc(-n2nc3ccc(NC(=O)COc4ccccc4)cc3n2)cc1Cl
2.0% | Cn1c(=O)oc2cc(S(=O)(=O)NC(CC(=O)O)c3cccc(Br)c3)ccc21 (centres undefined)
0.0% | COc1ccc(C(CC(=O)Nc2ccc(OC)c(OC)c2)N2Cc3ccccc3C2=O)cc1 (centres undefined)
-1.1% | Cc1cc(NC(=O)CN(C)S(=O)(=O)c2ccc3c(c2)CCC(=O)N3)ccc1Br
8.1% | Cc1c2cnn(CC(=O)Nc3ccc(F)cc3F)c(=O)c2c(C)n1Cc1cccc(Cl)c1
0.0% | CCOc1ccc(-c2cn3c(n2)sc2cc(C(=O)NCCCN(CC)CC)ccc23)cc1
4.0% | Cc1ccc(C)c(NC(=O)Cn2c(=O)n(CCCS(=O)(=O)C3CCCCC3)c(=O)c3ccccc32)c1
-1.2% | O=C(Cn1cc(SCc2ccc(C(F)(F)F)cc2)c2ccccc21)N1CCCC1
-1.0% | O=C(CC(NCc1cccnc1)C(=O)O)Nc1ccc(F)cc1 (centres undefined)
3.1% | CCc1ccc(CNC(=O)CCSCc2ccccc2F)cc1
-3.0% | Cc1cccc(NC(=O)c2ccc(-n3cnc4cccnc43)cc2)c1C
-2.2% | O=C(CSc1ccc2nc(-c3ccccc3)cn2n1)Nc1cccc(F)c1
1.3% | O=C(NCC(c1ccco1)S(=O)(=O)c1cccs1)c1ccccc1 (centres undefined)
0.8% | CCOC(=O)c1sc(NC(=O)C(C)Sc2nc(-c3ccccc3)cc(C(F)(F)F)n2)c(C(=O)OC)c1C (centres undefined)
-0.1% | Cc1nn(CC(=O)NCc2ccc(N(C)C)cc2)c(=O)c2nn(-c3ccccc3)c(C)c12
-1.3% | O=C(c1cc2ccc3cccnc3c2[nH]1)N1CCCCC1
-1.3% | CCc1ccc(-n2c(=O)c3c(C)c(C(=O)N(C)C)sc3n(CC(=O)Nc3cc(Cl)ccc3C)c2=O)cc1
5.9% | CCCCN(C)CC(O)Cn1cc(/C=C/C(=O)c2ccc(C)cc2)c2ccccc21 (centres undefined)
0.0% | CCc1ccc(NC(=O)CSC2=Nc3ccccc3C3=NC(CC(=O)NC4CCCCC4)C(=O)N23)cc1 (centres undefined)
-1.6% | CC(C)(C)c1ccc(CN(Cc2ccco2)c2cnc(S(C)(=O)=O)nc2C(=O)Nc2ccc(F)cc2)cc1
1.0% | COc1ccc(S(=O)(=O)N(CC(=O)Nc2ccc(OC)cc2OC)c2ccc(Cl)cc2)cc1
-1.2% | CC(C)CCNC(=O)Cn1c(-c2cccs2)cc2cc(F)ccc21
3.9% | CCOC(=O)c1c(S(=O)(=O)N2CCC(C(=O)Nc3ccc(C)cc3C)CC2)c(C)n(C)c1C
-1.3% | Cc1ccc(CCNc2ncnc3onc(C)c23)cc1
-4.1% | CCCC1N=C2c3ccccc3N=C(SCC(=O)NCCc3ccc(Cl)cc3)N2C1=O (centres undefined)
2.1% | CCOc1ccc(-c2nonc2NC(=O)c2ccc(C)cc2)cc1OCC
22.4µM* | COc1ccc(/C=C/C(=O)Nc2ccc3nc(N4CCC(C)CC4)cc(C)c3c2)cc1
-1.1% | Cc1cccc(C(=O)NC(=O)Nc2ccc(-n3nc(C(F)(F)F)cc3C(F)(F)F)cc2)c1
0.0% | CCN1CCN(c2c(S(=O)(=O)c3ccc(Cl)cc3)cnc3ccccc23)CC1
1.0% | CC(C)Oc1ccc(CNC(=O)c2ccc(CS(=O)c3cccc(Cl)c3)o2)cc1 (centres undefined)
-1.2% | CC(C)NC(=O)C(c1ccccc1)N1Cc2ccccc2C1=O (centres undefined)
10.9% | Cn1c(=O)c2cc(C(=O)NC3CCCCCC3)sc2c2ccccc21

Some of the compounds tested. The share of hits here may be higher or lower than overall.
